High-throughput results: PubChem, The Scripps Research Institute Molecular Screening Center
UHRF1 binding: UHRF1 methyl-DNA binding inhibition | Q96T88 | UHRF1 binding to methylated oligo, TR-FRET | inhibition, % at 4.4 µM | 370,000 compounds, 0.75% hits; in the data active = inhibition above about 21%;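 note: UHRF1 SRA domain binding a hemimethylated CpG hairpin DNA probe; 0% = median of test compound wells and 100% = reference inhibitor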
PG9 Ab binder: binds the HIV-1 gp120 antibody PG9; TR-FRET gp120-PG9 antibody binding; 360,000 compounds, 0.43% hits; inhibition, % at 6.7 µM; in the data active = inhibition above about 8.5%
LEDGF integ inh: blocks HIV-1 LEDGF/p75-dependent DNA integration. TR-FRET IN-LEDGF/p75 DNA integration, Eu/Cy5. inhibition, % at 3.7 µM. 370,000 compounds, 0.64% hits;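 active = inhibition above the screen-wide mean plus 3 SD, cut at about 13% in these data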;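 note: signal is the Cy5 over europium emission ratio at 671 and 618 nm; 0% = plate median of compound wells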
PRMT1 FP inh: blocks human protein arginine methyltransferase 1. inhibition, % at 2.79 µM. 370,000 compounds, 1.3% hits. recombinant PRMT1, activity-based probe fluorescence polarization;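 active = inhibition above about 21% made by adding two undisclosed values, limit read from the data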
Target sequence (Q99873 whole entry, looked up): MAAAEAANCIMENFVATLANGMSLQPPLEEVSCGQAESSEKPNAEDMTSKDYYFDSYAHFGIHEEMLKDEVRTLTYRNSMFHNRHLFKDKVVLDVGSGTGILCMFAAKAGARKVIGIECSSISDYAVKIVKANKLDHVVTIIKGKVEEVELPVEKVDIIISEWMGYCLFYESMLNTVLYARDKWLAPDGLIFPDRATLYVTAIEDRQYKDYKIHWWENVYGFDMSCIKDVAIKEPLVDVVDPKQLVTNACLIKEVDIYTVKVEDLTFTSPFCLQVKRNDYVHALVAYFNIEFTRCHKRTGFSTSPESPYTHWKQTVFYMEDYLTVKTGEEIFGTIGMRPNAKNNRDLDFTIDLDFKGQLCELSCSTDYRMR
TDP2 inh: blocks human TDP2 phosphodiesterase activity; O95551; recombinant TDP2, T5PNP hydrolysis, p-nitrophenol absorbance 415 nm; inhibition, % at 12.8 µM; 370,000 compounds, 0.34% hits;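 active = inhibition above the mean of all tested compounds plus 3 SD, set per campaign, cut at about 25% in these data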;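 note: 0% = DMSO with enzyme and 100% = buffer with substrate but no TDP2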
Target sequence (O95551 whole entry, looked up): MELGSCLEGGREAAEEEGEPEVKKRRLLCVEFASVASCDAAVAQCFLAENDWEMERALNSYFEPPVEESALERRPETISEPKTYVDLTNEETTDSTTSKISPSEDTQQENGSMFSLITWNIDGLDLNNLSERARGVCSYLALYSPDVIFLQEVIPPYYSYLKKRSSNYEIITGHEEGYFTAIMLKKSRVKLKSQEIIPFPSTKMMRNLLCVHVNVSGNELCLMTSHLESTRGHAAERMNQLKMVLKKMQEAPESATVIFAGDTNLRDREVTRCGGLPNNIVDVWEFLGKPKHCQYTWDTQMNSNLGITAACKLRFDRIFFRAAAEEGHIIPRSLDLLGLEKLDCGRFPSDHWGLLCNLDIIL
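System: recombinant human TDP2 / Amount: 120 nM TDP2 per well / Also added: 5 mM T5PNP chromogenic substrate / Doses: 12.8 µM single point, 1% DMSO / Incubation: 2 h at 37 °C / Detection: p-Nitrophenol epi absorbance / Evaluation: % inhibition relative to enzyme-containing and enzyme-free wells / Repeats: singlicate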
TCR-CD3 inh: blocks the human TCR-CD3 interaction; TAMRA-labeled TCR probe fluorescence, biochemical; inhibition, % at 9.4 µM; 360,000 compounds, 0.37% hits; in the data active = inhibition above about 19%;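 note: recombinant mutant TCR 2C K166C tagged with TAMRA read by polarization; 0% = receptor in buffer alone and 100% = receptor with positive control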
HTRA1 inhibitor: HTRA1 (human) protease inhibition; Q92743; recombinant HTRA1, FP-rhodamine activity-based probe, fluorescence polarization; inhibition, % at 5.96 µM; 340,000 compounds, 0.5% hits; in the data active = inhibition above about 36%;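 note: 0% = enzyme with DMSO and 100% = wells lacking enzyme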
mABHD4 FP: inhibits mouse alpha/beta hydrolase domain 4 | purified mABHD4, FP-Rh probe fluorescence polarization | AID 720543 | 370,000 compounds, 0.54% hits | inhibition, % at 8.92 µM;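 active = inhibition exceeding the mean over every tested compound plus 3 SD, cut at about 30% in these data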;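 note: 0% = plate median of compound wells and 100% = S159A mutant with DMSO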
Target sequence (Q8VD66 whole entry, looked up, the tested form may be a part): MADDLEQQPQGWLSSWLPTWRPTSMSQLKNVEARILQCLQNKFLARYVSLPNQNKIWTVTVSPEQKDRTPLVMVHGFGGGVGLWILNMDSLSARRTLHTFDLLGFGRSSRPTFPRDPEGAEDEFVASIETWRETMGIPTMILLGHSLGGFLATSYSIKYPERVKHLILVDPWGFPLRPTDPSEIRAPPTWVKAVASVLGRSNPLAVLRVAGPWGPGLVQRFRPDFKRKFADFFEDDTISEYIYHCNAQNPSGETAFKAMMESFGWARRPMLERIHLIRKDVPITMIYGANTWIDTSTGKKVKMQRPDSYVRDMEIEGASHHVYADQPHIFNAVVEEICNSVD
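assay system = mABHD4 protein | compound dosing = single nominal dose of 8.92 µM, 0.89% DMSO final | read-out basis = percent inhibition of probe binding, normalized to plate controls | schedule = Enzyme–compound pre-incubation 45 min, then probe 60 min, both 25 °C | detection = fluorescence polarization, excitation 525 nm, emission 598 nm, BODIPY TMR filters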
DDE Tn7 FP inh: disrupts Tn7 cyclic peptide binding to fibrin D-Dimer-E complex; P02675; AID 720508; 370,000 compounds, 0.13% hits; inhibition, % at 8.3 µM; FP displacement of FITC-Tn7 peptide from fibrin DD(E); 0% = median of compound wells per plate;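 active = inhibition above the mean of compounds falling within the control limits plus 3 SD of them, cut at about 14% in these data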;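 note: 0% = plate median of compound wells and 100% = 10 µM Aha-Tn7 peptide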
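assay system = human clot-derived fibrin DD(E) complex | quantity = Fibrin-DD(E) at 2 µM final | timing = 10 min preincubation, 3 h with tracer, room temperature | signal = fluorescence polarization | measure = percent inhibition | benchmarks = high control wells with 10 µM unlabelled Aha-Tn7 peptide (full inhibition) | replicates = singlicate testing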
SIAE primary: human SIAE inhibition, primary screen | Q9HAT2 | SIAE FP-Rh probe binding, fluorescence polarization | inhibition, % at 9.66 µM | 370,000 compounds, 0.69% hits | AID 1053197;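 active = inhibition above a cutoff: mean of compounds within the control limits plus 3 SD of those, cut at about 17% in these data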;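 note: 0% = plate median of compound wells and 100% = probe without SIAE protein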
* = called active by the depositor; . = not tested or not shown. Not all compounds are listed; the hit share may differ from the screen's.

Every second line gives: UHRF1 binding	PG9 Ab binder	LEDGF integ inh	PRMT1 FP inh	TDP2 inh	TCR-CD3 inh	HTRA1 inhibitor	mABHD4 FP	DDE Tn7 FP inh	SIAE primary
CCCCCn1c(=O)c(C(=O)Nc2cc(C)ccn2)c(O)c2ccccc21
    1	-1.6	-2	2	12	-3	6	4	3	-1
CCC(=NCCN1CCOCC1)c1c(O)n(C2CCCCC2)c(=O)[nH]c1=O
    1	-0.8	1	4	8	12	6	8	7	3
COC(=O)C(O)(c1ccc(N(C)S(=O)(=O)c2ccccc2)cc1)C(F)(F)F (stereo unspecified)
    12	0.4	0	0	0	0	-11	-7	-5	4
COP(=O)(NC(=O)C(Cl)(Cl)Cl)OC
    1	1.6	0	2	12	2	7	3	8	-3
C[C@]12CC[C@H](O)CC1=CC(=O)C1C2CC[C@]2(C)C(=O)CCC12 (stereo partly specified)
    5	0.1	3	-7	-16	-6	-5	-1	-2	0
CN1CCN(c2c(C#N)c(C(F)(F)F)nn2C)CC1
    2	-2.9	0	-3	-8	5	10	-6	4	3
NC(=O)CN1C2CCC1CC(NC(=O)C1CC1)C2 (stereo unspecified)
    2	-0.4	1	1	0	-5	3	9	-6	2
COC(=O)C1=C(c2cccc(OC)c2OC)C[C@@H]2CC[C@H]1N2C(=O)NCc1cccc2ccccc12
    7	-0.5	0	1	-11	0	-5	-1	-3	-7
COC(=O)C1=C(c2ccc(S(C)(=O)=O)cc2)C[C@@H]2CC[C@H]1N2C(=O)NCc1cccc2ccccc12
    10	0.0	1	-1	-1	5	-9	0	2	1
COC(=O)C1=C(c2cccc(C#N)c2)C[C@@H]2CC[C@H]1N2C(=O)NCc1cc(C)oc1C(F)(F)F
    -4	-0.3	3	1	-6	0	-6	-1	-1	2
CCN1CCN(C(=O)COc2ccc3c(c2)C(=O)CC2(CCN(C(C)=O)CC2)O3)CC1
    -2	2.1	-2	-6	5	3	6	-1	6	10
Cc1cc(C)c(NC2=NCCCS2)c(C)c1
    0	0.3	0	-1	12	-4	2	2	2	8
NC1=NC(=O)N2CC12 (stereo unspecified)
    1	1.2	-2	0	11	11	0	0	2	3
COC(=O)c1ccc(-n2c(C)nc3ccccc3c2=O)cc1
    -2	1.0	1	-1	-3	7	6	4	1	0
O=C1NC(=O)N(c2ccc3c(c2)OCO3)C(=O)/C1=C/c1ccsc1
    1	-1.4	-1	13	6	-7	-9	1	6	3
Cc1cc([P+](=O)O)c(C)n1-c1ccc(Br)cc1
    -3	-3.8	1	1	0	3	10	-3	2	10
CC(=O)N1N=C(c2cccnc2)OC1c1ccccc1Cl (stereo unspecified)
    0	-2.3	0	-4	7	2	-1	5	-4	0
O=c1c2ccccc2nc(/C=C/c2ccc(F)cc2)n1-c1ccccc1O
    -1	2.5	4	3	-6	-7	-30	-13	10	-24
COC(=O)C1=C(c2cccc(OC)c2OC)C[C@@H]2CC[C@H]1N2C
    1	-0.1	0	-6	7	0	-2	2	6	7
COc1cc2c(cc1OC)C(c1c(O)n(CCc3ccccc3)c(=S)[nH]c1=O)NCC2 (stereo unspecified)
    -2	-0.8	0	-4	10	-41	.	-71	9	-84
CC(C)CCC1(CCO)C(=O)NC(=S)NC1=O
    4	0.3	6	6	-9	3	5	-13	2	-1
O=C(O)Cn1cc(C=C2C(=O)NC(=O)NC2=O)c2ccccc21
    -8	-1.9	-2	12	9	2	7	4	6	-13
Cc1nnc2ccc(N3CCN(C)CC3)nn12
    2	-2.7	4	2	3	-8	4	-4	-2	5
CCOC(=O)[C@]12Cc3cc(Cl)ccc3[C@H]1N(Cc1ccccc1)C(=O)c1cc(OC)ccc12
    5	-1.9	-1	-1	1	6	.	-12	-3	-13
CC(=O)O[C@@]12CO[C@@H]1C[C@H](O)[C@@]1(C)C(=O)[C@H](O)C3=C(C)[C@@H](OC(=O)[C@H](O)[C@@H](NC(=O)c4ccccc4)c4ccccc4)C[C@@](O)([C@@H](OC(=O)c4ccccc4)C12)C3(C)C (stereo partly specified)
    1	2.1	-2	-1	-3	6	-11	-3	3	-3
CNCCc1ccc(OC)c(OC)c1
    1	-2.8	-2	0	8	-8	-2	-8	-3	5
Cc1cc(C)nc(NS(=O)(=O)c2ccc(N=Cc3c(O)n(C)c(=O)n(C)c3=O)cc2)n1
    0	-1.0	0	14	0	2	.	0	5	2
O=C1NCN(c2ccccc2)C12CCN(C(c1cccs1)c1nnnn1C1CCCCC1)CC2 (stereo unspecified)
    -1	-1.2	-1	-2	-3	8	.	-5	0	4
CCCN(CCC)C1Cc2cc(OC)c(OC)cc2C1
    -1	0.0	1	-1	5	0	8	4	1	5
O=C(N1CCCCCC1)N1CC1
    1	1.3	-8	1	8	-6	7	3	8	-3

Quoted from the listing:
LEDGF integ inh result of `CCCN(CCC)C1Cc2cc(OC)c(OC)cc2C1` is entered as 1
DDE Tn7 FP inh result of `CC(=O)N1N=C(c2cccnc2)OC1c1ccccc1Cl` (stereo unspecified) is entered as -4

Later entries
Every second line gives: UHRF1 binding	PG9 Ab binder	LEDGF integ inh	PRMT1 FP inh	TDP2 inh	TCR-CD3 inh	HTRA1 inhibitor	mABHD4 FP	DDE Tn7 FP inh	SIAE primary
CC(C)CC1C(C#N)=C(N)Oc2c1c(=O)oc1ccccc21 (stereo unspecified)
    76*	1.1	7	-3	7	5	2	1	-2	12
O=c1[nH]c(=S)[nH]c(O)c1N=Nc1ccc(OC(F)F)cc1
    -11	-8.4	-1	2	-8	-2	1	3	11	-2
Cc1ccc(N)cc1C
    1	-1.6	2	0	11	2	6	1	3	-6
COC(=O)C1=C(c2c(C)noc2C)C[C@@H]2CC[C@H]1N2C(=O)NCCOc1ccccc1
    2	0.1	1	0	11	0	2	4	3	-2
Clc1cccc(C2NCc3ccccc3-n3cccc32)c1 (stereo unspecified)
    1	-0.8	2	0	-10	4	-12	-5	-5	1
OCc1cnc[nH]1
    3	0.6	1	4	2	0	0	4	-6	-6
COc1ccc(CCNCc2ccncc2)cc1OC
    1	2.2	2	0	19	-1	4	9	-5	8
NC(=O)c1ccc(N)nc1
    2	-0.3	-3	2	-8	-4	0	2	-3	0
CCOC(=O)c1c(-c2ccccc2)oc2ccc(OC(=O)N(C)C)cc12
    2	0.6	1	3	0	2	-30	-18	3	1
Oc1ccc(Br)cc1CN1CCN(c2ccccc2)CC1
    5	1.9	2	1	8	-4	-2	-3	2	6
CN(C)c1ccc(C=C2C(=O)NC(=S)NC2=O)cc1
    -6	-0.8	0	8	6	-1	-2	-6	1	-1
C/C(=N\N1CCN(C)CC1)c1c(O)n(Cc2ccccc2)c(=O)[nH]c1=O
    10	-1.4	2	3	7	6	-6	-4	-2	-5
CC(C)n1c(O)c(C=NCc2cccnc2)c(=O)[nH]c1=S
    -1	-2.9	0	0	-10	-1	1	3	-2	13
Cn1cc(CCC(=O)N2CCC3(CC2)OCCO3)c2ccccc21
    3	-0.3	-1	-4	9	3	-4	2	-2	-1
COc1cccc(O)c1CN1CCCC(C(=O)c2ccccc2SC)C1 (stereo unspecified)
    0	0.4	-5	3	11	-4	-5	0	3	1
NCCCP(=O)(O)CCc1ccccc1
    5	0.5	1	1	-10	-11	1	-3	-2	2
Cc1cc(/C=C2\C(=O)NC(=O)N(Cc3ccccc3)C2=O)c(C)n1C1CC1
    -6	-0.9	1	1	1	1	-11	-3	2	-25
COc1ccc2c3c1OC1C(=O)CC[C@@]4(O)[C@@H](C2)N(C)CC[C@]314 (stereo partly specified)
    -3	-0.1	0	1	-10	-4	0	-4	0	-3
CCCCCCn1c(O)c(C=Nc2ccccc2N2CCOCC2)c(=O)[nH]c1=S
    4	-2.4	1	13	-14	2	.	-1	-2	0
COc1ccc(CN(CCc2c[nH]c3ccccc23)Cc2ccc(OC)cc2)cc1
    2	-1.6	-3	3	-9	-4	11	-6	9	2
CCOC(=O)c1nc2ccccc2c(=O)n1-c1cccc(C)c1
    -1	-1.9	1	0	-6	2	5	1	-5	-2
CC(C)C(C(=O)NC(C)(C)C)N1C(=O)CN=C(c2ccccc2)c2ccccc21 (stereo unspecified)
    0	.	-5	1	-4	.	.	-2	-2	9
CCN(CC)C(=O)c1ccc(NC(=O)CCCSc2ccccc2)cc1
    -2	1.3	-3	2	13	-2	-3	4	10	-3
CNC(=S)N1CC2CC(C1)c1cccc(=O)n1C2 (stereo unspecified)
    2	-1.4	-7	3	-2	14	13	1	5	-1
Cc1c(C(c2ccc(F)cc2)c2c(O)c3ccccc3oc2=O)c(=O)n(-c2ccccc2)n1C (stereo unspecified)
    5	0.0	-4	4	-9	-6	-1	2	-1	-2
C[C@@H]1NCCc2cc(O)c(O)cc21
    6	-1.7	4	9	3	-4	4	2	-2	1
COC(=O)C1=C(c2ccc3ccccc3c2)C[C@@H]2CC[C@H]1N2C(=O)NCc1ccc(F)cc1
    0	0.8	4	3	5	-3	-42	-2	0	-2
S=P(N1CCOCC1)(N1CC1)N1CC1
    0	-1.0	-1	4	-4	7	0	4	1	1
COc1ccc(-n2c(-c3ccc(C)cc3)nc3ccccc3c2=O)cc1
    -1	-1.6	-3	-3	12	1	-7	-9	-3	1
Cc1nc(CCl)cc(=O)[nH]1
    0	-0.9	-1	1	7	8	8	3	-1	4
CC#CP(=O)(OC)C(O)(CF)c1ccccc1 (stereo unspecified)
    3	-2.8	4	3	10	2	4	5	-10	1
COc1cccc(-c2nn(Cc3ccccc3)cc2C(=O)O)c1
    1	-0.8	-1	-3	-16	1	1	-3	-3	-2
CCCn1c(C(=O)c2ccccc2)nc2ccccc21
    0	0.2	1	0	7	-1	-11	2	-4	-1
C[C@]12CCC(=O)C=C1CC[C@@H]1[C@@H]2CC[C@@]2(C)[C@H]1CC[C@]2(C)O
    -3	1.2	-1	3	6	-6	-3	-4	6	-2
O=P(c1ccccc1)(c1ccccc1)N1CCCCC1
    1	0.8	1	0	-2	7	-2	2	-3	-1
O=S(=O)(NC1CCCC1)OCC(Cl)(Cl)Cl
    -6	0.2	0	-2	8	-2	-6	-1	-2	7
CCCCC1(CC)COP(=O)(OCC(Cl)(Cl)Cl)OC1 (stereo unspecified)
    4	-0.6	1	0	-12	-4	0	4	-12	0
Nc1ccncc1
    0	-1.9	2	-5	-4	1	0	-1	-8	-5
Cc1ccc(OCC(=O)N2CCN(C3CCC(c4ccccc4)CC3)CC2)cc1 (stereo unspecified)
    0	0.8	2	4	6	3	-15	9	5	2
